# Xi reactivation – X-chromosome reactivation activator; XiGFP mouse fibroblasts, % GFP-positive cells imaging, 3 d; cells co-treated with 5-aza-dC sensitizer; scaled so ellipticine positive control = 100%; activation, % at 7.58 µM; hit rate 0.055% among 360,000; AID 743238;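 active = mean normalized replicate activation at least 10% and every replicate at or above 10%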;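 note: 0% = median of on-plate neutral control wells and 100% = ellipticine 6 µM median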
#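 Material: XiGFP fibroblasts, SV40-immortalized. Buffer or medium: DMEM plus 5-aza-dC sensitizer. Compound: single concentration per compound, delivered by pin transfer. Times: 3 days compound exposure. Controls: ellipticine 6 µM.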
# S100A4 inh HTS – S100A4-myosin IIA interaction inhibition; P26447; S100A4/TAMRA-MyoIIA peptide fluorescence polarization; inhibition, % at 10.7 µM; hit rate 0.14% among 360,000; AID 652163;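 active = mean inhibition of at least 70% across replicates, with every replicate also reaching that level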
#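 Test system: S100A4 monomer protein. Medium: HEPES buffer with Ca2+, pH 7.2. Reagent: fluorescent myosin IIA peptide, 5 nM. Compound dosing: single-point compound testing. Timing: 5 min between mix addition and reading. Benchmarks: DMSO neutral and TFP positive wells.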
# E-sel inducer – induces E-selectin expression in human endothelial cells | activation, % at 7.58 µM | P16581 | HUVEC E-selectin immunofluorescence imaging; normalized: neutral wells 0, TNF-alpha wells 100 | hit rate 0.37% among 260,000;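 active = mean E-selectin-positive cell signal at least 10% of the positive control, reached in at least 60% of replicates, without over 20% cell loss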;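 note: in these data hits start at about 27%; measured in HUVEC primary endothelial cells; signal is the percent of cells scored E-selectin positive by PE staining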
# Target sequence (P16581 whole entry, looked up): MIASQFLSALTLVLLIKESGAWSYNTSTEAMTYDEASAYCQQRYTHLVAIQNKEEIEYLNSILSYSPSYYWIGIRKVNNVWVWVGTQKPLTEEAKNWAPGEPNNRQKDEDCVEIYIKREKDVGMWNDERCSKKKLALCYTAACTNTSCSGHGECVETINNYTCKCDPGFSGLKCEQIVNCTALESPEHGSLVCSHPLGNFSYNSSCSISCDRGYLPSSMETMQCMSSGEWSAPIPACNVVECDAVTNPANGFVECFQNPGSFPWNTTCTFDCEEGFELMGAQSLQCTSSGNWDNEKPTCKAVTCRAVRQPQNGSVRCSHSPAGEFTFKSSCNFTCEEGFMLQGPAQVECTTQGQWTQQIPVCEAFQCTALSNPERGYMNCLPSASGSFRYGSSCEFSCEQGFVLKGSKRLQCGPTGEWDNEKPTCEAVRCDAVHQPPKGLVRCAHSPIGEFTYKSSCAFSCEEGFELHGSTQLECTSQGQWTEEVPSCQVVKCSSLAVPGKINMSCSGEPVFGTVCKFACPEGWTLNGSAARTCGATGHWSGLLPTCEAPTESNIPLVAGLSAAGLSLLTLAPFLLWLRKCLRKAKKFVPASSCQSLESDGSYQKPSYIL
#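 System: HUVEC / Compound: single concentration / Signal: immunofluorescence imaging / Read-out: percent E-selectin-positive cells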
# RAD52 anneal inh – inhibitors of human RAD52 DNA annealing; recombinant RAD52 DNA annealing, FRET fluorescence; inhibition, % at 18.7 µM; hit rate 0.46% among 360,000;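 active = every replicate showing at least 50% inhibition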
# ERAP1 inh – inhibitors of human ERAP1 aminopeptidase; recombinant ERAP1, Leu-AMC fluorescence, 60 min; hit rate 0.15% among 340,000; Q9NZ08; inhibition, % at 10.7 µM;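 active = mean replicate inhibition of at least 30%, or all replicates individually reaching that 30% level; inactive = mean below 30% and not every replicate reaching it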;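 note: 0% = neutral control wells and 100% = L-leucinethiol positive control wells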
# esBAF inh – inhibitors of esBAF chromatin remodeling in mouse ES cells. Bmi1-luciferase knock-in reporter, 24 h; 100% = twice the neutral-well signal. reporter increase, % at 12.5 µM. hit rate 2% among 350,000. AID 602393; in the data active = activation above about 40%;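 note: 0% = median of the plate's neutral control wells and 100% = double that signal; a rise in the Bmi1 reporter signal indicates esBAF inhibition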
# RAD54 inh – RAD54 (human) branch migration inhibition | RAD54 Holliday junction branch migration, FAM/BHQ fluorescence | hit rate 0.14% among 360,000 | AID 602329 | inhibition, % at 10.4 µM;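 active = mean normalized replicate activity at least 40 and at least half of replicates scoring 40 or more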;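 note: 0% = median of neutral control wells and 100% = median of positive control wells; inhibitors cause a drop in the FAM fluorescence signal; in these data hits start at about 50%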
# ERp5 inh – ERp5 (human) disulfide isomerase inhibition | ERp5 insulin aggregation, absorbance 650 nm, 90 min | inhibition, % at 9.99 µM | hit rate 0.05% among 350,000 | AID 651711;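 active = mean replicate inhibition above about 25%, with every replicate also reaching it, limit read from the data, passing the limit was not always enough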
# Target sequence (Q15084 whole entry, looked up): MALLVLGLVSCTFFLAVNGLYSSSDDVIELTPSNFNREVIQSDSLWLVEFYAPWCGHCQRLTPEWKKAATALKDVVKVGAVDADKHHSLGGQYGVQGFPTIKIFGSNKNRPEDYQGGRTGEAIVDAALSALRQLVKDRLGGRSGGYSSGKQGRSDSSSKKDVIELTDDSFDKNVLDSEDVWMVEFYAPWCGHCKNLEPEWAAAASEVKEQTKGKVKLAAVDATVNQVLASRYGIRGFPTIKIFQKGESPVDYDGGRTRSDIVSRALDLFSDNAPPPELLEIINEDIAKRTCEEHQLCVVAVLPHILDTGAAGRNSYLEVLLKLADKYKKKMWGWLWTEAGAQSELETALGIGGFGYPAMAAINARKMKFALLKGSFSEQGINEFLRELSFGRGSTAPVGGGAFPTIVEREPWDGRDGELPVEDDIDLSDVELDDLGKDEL
# Numbers without * were called inactive; · = no result given; & = joins results of further samples.
1) CN(C)CCNc1cnn(-c2ccccc2)c(=O)c1Cl
2) CCCNC(=O)N[C@@H]1CC[C@@H](CCn2cc(C3CC3)nn2)O[C@H]1CO
3) CC(C)CNC(=O)C1C(=O)Nc2ccccc2C(=O)N1C(C)(C)C (configuration not stated)
4) Cc1noc(C)c1S(=O)(=O)Nc1ccc2c(c1)C(=O)N([C@H](C)CO)C[C@H](C)[C@H](CN(C)Cc1ccncc1)O2
5) Cc1noc(C)c1NC(=O)Nc1ccc2c(c1)C(=O)N([C@H](C)CO)C[C@H](C)[C@H](CN(C)S(=O)(=O)c1ccccc1)OCCCC[C@@H](C)O2
compound no.,1,2,3,4,5
Xi reactivation,-0.1,0.0,0.4,-0.9,0.0
S100A4 inh HTS,10,1,-4,4,6
E-sel inducer,0.2,-0.4,0.0,2.5,0.0
RAD52 anneal inh,-6,-7,-25,5,2
ERAP1 inh,3,-5,·,-2,-3
esBAF inh,·,-4,·,5,-3
RAD54 inh,·,8,·,-3,2
ERp5 inh,-64,-6,-2,8,4

6) COc1ccc(NC(=O)N(C)C[C@@H]2Oc3c(NS(=O)(=O)c4ccc(Cl)cc4)cccc3C(=O)N([C@@H](C)CO)C[C@@H]2C)cc1
7) COc1ccc(O)c(/C=C(\C#N)C(=O)Nc2ccccn2)c1
8) COc1ccccc1-c1ccccc1[C@@H]1[C@H](C#N)N(C(=O)CN(C)C)[C@H]1CO
9) C[C@H](CO)N1C[C@H](C)[C@@H](CN(C)Cc2ccccc2)OCc2ccccc2-c2ccccc2C1=O
10) Cc1cccc(NC(=O)NC2CCCCCCC2)c1C
compound no.,6,7,8,9,10
Xi reactivation,-1.2,0.0,0.0,0.0,0.1
S100A4 inh HTS,-10,-4,-1,15,0
E-sel inducer,-0.1,0.9,0.0,0.7,-0.2
RAD52 anneal inh,-17,-21,5,6,-4
ERAP1 inh,2,2,-1,-3,0
esBAF inh,4,8,·,-6,29
RAD54 inh,-3,-6,·,-28,-5
ERp5 inh,1,1,-6,-4,-3

11) CNC[C@H]1Oc2c(NC(=O)Nc3ccc(F)cc3)cccc2C(=O)N([C@H](C)CO)C[C@H]1C
12) COc1ccc(CC(=O)N(C)CC(=O)Nc2ccc(F)cc2)cc1S(=O)(=O)N1CCOCC1
13) C=CCn1c(N2CCN(c3ccc(OC)cc3)CC2)nc2c1c(=O)n(C)c(=O)n2C
14) CCC(OC(=O)c1nsc(Cl)c1Cl)C(=O)NCCc1ccccc1 (configuration not stated)
15) C[C@H]1CNCCN1c1ccc(N2CCS(=O)(=O)CC2)c(C#N)c1
compound no.,11,12,13,14,15
Xi reactivation,-0.3,0.1,0.3,0.0,0.4
S100A4 inh HTS,8,0,-6,-7,6
E-sel inducer,-4.0,·,-2.6,·,-0.3
RAD52 anneal inh,-4,4,1,-11,9
ERAP1 inh,0,2,21,-4,3
esBAF inh,-5,-1,·,9,·
RAD54 inh,5,9,·,-2,·
ERp5 inh,1,-18,-1,5,-1

# Next section, overlapping the part above by 3 compounds.
13) C=CCn1c(N2CCN(c3ccc(OC)cc3)CC2)nc2c1c(=O)n(C)c(=O)n2C
14) CCC(OC(=O)c1nsc(Cl)c1Cl)C(=O)NCCc1ccccc1 (configuration not stated)
15) C[C@H]1CNCCN1c1ccc(N2CCS(=O)(=O)CC2)c(C#N)c1
16) C[C@@H]1CCCCO[C@@H](CN(C)C(=O)NC2CCCCC2)[C@@H](C)CN([C@H](C)CO)C(=O)c2cc(NS(=O)(=O)c3ccc(Cl)cc3)ccc2O1
17) N#CCCN1CCN(S(=O)(=O)c2ccc(S(=O)(=O)NCc3ccccc3)cc2)CC1
18) Cc1cc(S(=O)(=O)N2CCN(CC(=O)N(C)Cc3ccccc3)CC2)ccc1Br
19) Cc1ccc(NS(=O)(=O)c2ccc(C(=O)N3CCC3)cc2)cc1
20) O=C(NCC(=O)N1CCOCC1)c1ccc(Cl)cc1
compound no.,13,14,15,16,17,18,19,20
Xi reactivation,0.3,0.0,0.4,-0.1,0.3,0.1,0.0,2.0
S100A4 inh HTS,-6,-7,6,-23,-6,-2,1,-3
E-sel inducer,-2.6,·,-0.3,·,-0.1,-0.5,-0.3,0.3
RAD52 anneal inh,1,-11,9,13,-1,-5,-10,-4
ERAP1 inh,21,-4,3,2,2,0,3,0
esBAF inh,·,9,·,1,-2,·,-7,·
RAD54 inh,·,-2,·,-2,11,·,-6,-8
ERp5 inh,-1,5,-1,0,4,0,-4,-29

21) C[C@H](CO)N1C[C@H](C)[C@@H](CN(C)S(=O)(=O)c2ccc(F)cc2)Oc2c(NC(=O)Nc3ccccc3)cccc2C1=O
22) COc1ccc(N2CCN(C(=O)CSc3nc4ccccc4c(=O)[nH]3)CC2)cc1
23) COc1ccc(Cl)cc1NC(=O)C1CC(=O)N(C2CCCCC2)C1 (configuration not stated)
24) Cc1cc(Cl)c2ccc3ccccc3c2n1
25) O=C(CSc1ccc(-c2cccnc2)nn1)Nc1ccccc1F
compound no.,21,22,23,24,25
Xi reactivation,0.0&0.0,0.0,0.3,0.3,-0.1
S100A4 inh HTS,22&-2,1,-3,-4,-4
E-sel inducer,0.2&0.2,·,0.4,·,-0.2
RAD52 anneal inh,17&-19,-18,-21,-2,-11
ERAP1 inh,1&-2,-1,-1,7,-8
esBAF inh,2&0,-6,·,·,5
RAD54 inh,-10&-8,8,19,·,6
ERp5 inh,4&-1,2,-4,-1,3

26) CCNc1nc2c(c(=O)[nH]c(=O)n2C)n1CC(C)C
27) S=c1nc(C2COc3ccccc3O2)[nH][nH]1 (configuration not stated)
28) O=S(=O)(c1ccccc1)c1nc(NCc2ccccc2)sc1Cl
29) Cc1ccc(S(=O)(=O)CCc2nnc(NC(=O)CCl)s2)cc1C
30) O=C(c1cc2ncc(Br)cn2n1)N1CCOCC1
compound no.,26,27,28,29,30
Xi reactivation,0.0,0.0,0.2,0.1,·
S100A4 inh HTS,0,-1,-1,0,1
E-sel inducer,-0.1,·,·,-1.4,·
RAD52 anneal inh,-7,-21,-17,2,-8
ERAP1 inh,-2,2,4,-2,-3
esBAF inh,-1,20,·,·,-5
RAD54 inh,-11,-3,8,·,-2
ERp5 inh,0,5,3,2,-3

31) O=C(NCc1ccccc1)N1CCN(c2ccc(F)cc2)CC1
32) COc1ccc(CCNC(=O)c2ccccc2C(=O)NCCc2ccc(OC)cc2)cc1
33) CCSc1nc(=S)cc(C)[nH]1
34) C[C@H]1CN([C@@H](C)CO)C(=O)c2cccc(NC(=O)Nc3ccc(C(F)(F)F)cc3)c2O[C@@H]1CN(C)C(=O)Nc1ccc(F)cc1
35) O=C(COc1coc(CN2CCc3ccccc3C2)cc1=O)Nc1ccc(F)cc1
compound no.,31,32,33,34,35
Xi reactivation,·,0.0,0.3,-0.1&0.2,0.0
S100A4 inh HTS,-1,4,-2,4&-4,-3
E-sel inducer,·,·,-0.1,0.2,-0.2
RAD52 anneal inh,-5,-6,-8,1&-41,7
ERAP1 inh,3,·,0,1&-13,2
esBAF inh,-3,7,-7,2&3,-5
RAD54 inh,1,-3,-3,-1&-9,-11
ERp5 inh,-10,3,0,0&1,0

36) COC(=O)CNC(=O)CNC(=O)c1nn(-c2ccc(OC)c(OC)c2)c(=O)c2ccccc12
37) C[C@@H]1CCCCO[C@@H](CN(C)C(=O)NC2CCCCC2)[C@@H](C)CN([C@H](C)CO)C(=O)c2cc(NC(=O)CCCN(C)C)ccc2O1
38) CO[C@H]1CN(C)C(=O)c2cc(NC(=O)C3CC3)ccc2OC[C@@H](C)N(Cc2ccncc2)C[C@H]1C
39) Cc1ccc(-c2nc(CSCC(=O)Nc3cc(C)on3)c(C)o2)cc1
40) O=C(CNC(=O)c1ccc(Br)cc1)c1ccccc1
compound no.,36,37,38,39,40
Xi reactivation,0.0,0.0,0.3,1.1,0.1
S100A4 inh HTS,6,6,-7,-2,0
E-sel inducer,0.2,-0.1,-0.1,-0.1,0.0
RAD52 anneal inh,-1,-33,9,2,-7
ERAP1 inh,2,-1,2,0,7
esBAF inh,-3,-4,-2,3,-36
RAD54 inh,13,-14,6,4,7
ERp5 inh,1,-5,-2,-1,5

41) Cc1nc2ccccc2c(=O)n1-c1ccc(NS(=O)(=O)c2cc(F)ccc2F)cc1
42) CCCCn1cnc2c(oc3nc4c(cc32)CCCC4)c1=O
43) C=CCNC(=O)c1onc(CSc2ccc(F)cc2)c1C(=O)O
44) O=C(COC(=O)c1ccccc1F)Nc1cccnc1Cl
45) Cc1cccc(-n2ncc3c(Nc4c(C)n(C)n(-c5ccccc5)c4=O)ncnc32)c1
compound no.,41,42,43,44,45
Xi reactivation,0.1,0.0,0.0,0.2,·
S100A4 inh HTS,-11,-3,4,-7,4
E-sel inducer,2.6,-0.1,-0.1,·,·
RAD52 anneal inh,-13,-3,-14,-30,-13
ERAP1 inh,-2,-3,-3,12,2
esBAF inh,2,-41,-13,·,21
RAD54 inh,4,-4,-4,·,-8
ERp5 inh,-15,2,-4,6,-3

46) c1ccc(CN(Cc2ccccc2)c2ncnc3c2nnn3Cc2ccccc2)cc1
47) CC1(C)CC(NC(=O)COc2ccc(Br)cc2Cl)CC(C)(C)N1
48) O=C(NC1CCCC1)c1cc2cc(Br)ccc2o1
49) O=S(=O)(NCc1ccccc1)NCc1ccc(Cl)cc1Cl
50) O=C(C1CCCC1)N1CCCCN2[C@@H](CO)[C@@H](c3ccc(-c4ccncc4)cc3)[C@@H]2C1
compound no.,46,47,48,49,50
Xi reactivation,0.0,-0.1,0.0,0.3,·
S100A4 inh HTS,3,-1,-5,7,2
E-sel inducer,·,0.1,0.6,0.3,·
RAD52 anneal inh,-4,-1,-2,-8,13
ERAP1 inh,·,2,-1,-2,-5
esBAF inh,·,2,69*,-5,·
RAD54 inh,-5,12,-7,3,-1
ERp5 inh,5,-18,2,0,-3

51) O=C(Nc1ccc(F)cc1)Nc1nnc(Cc2ccccc2)s1
52) Cc1ccc(S(=O)(=O)n2[nH]c(=O)c(CCO)c2C)cc1
53) CCc1ccc(C(=O)N2CCN(c3ccc(NC(=O)c4cccnc4)cc3)CC2)cc1
54) O=C(CNC1CCN(Cc2ccccc2)CC1)Nc1ccc(S(=O)(=O)N2CCCCC2)cc1
compound no.,51,52,53,54
Xi reactivation,0.0,0.0,0.0,-0.2
S100A4 inh HTS,-1,4,-1,0
E-sel inducer,·,·,-0.2,-0.3
RAD52 anneal inh,-4,-1,8,-12
ERAP1 inh,-3,-1,-1,·
esBAF inh,4,·,-6,·
RAD54 inh,-4,4,-1,·
ERp5 inh,0,-4,6,-1

# Among those listed so far, four contain a cyano group.
7) COc1ccc(O)c(/C=C(\C#N)C(=O)Nc2ccccn2)c1
8) COc1ccccc1-c1ccccc1[C@@H]1[C@H](C#N)N(C(=O)CN(C)C)[C@H]1CO
15) C[C@H]1CNCCN1c1ccc(N2CCS(=O)(=O)CC2)c(C#N)c1
17) N#CCCN1CCN(S(=O)(=O)c2ccc(S(=O)(=O)NCc3ccccc3)cc2)CC1
compound no.,7,8,15,17
Xi reactivation,0.0,0.0,0.4,0.3
S100A4 inh HTS,-4,-1,6,-6
E-sel inducer,0.9,0.0,-0.3,-0.1
RAD52 anneal inh,-21,5,9,-1
ERAP1 inh,2,-1,3,2
esBAF inh,8,·,·,-2
RAD54 inh,-6,·,·,11
ERp5 inh,1,-6,-1,4

# Random draw from the library; about 2.5% have a hit in one of these screens.
